Screens (PubChem)
TEAD-YAP block = TEAD-YAP interaction inhibition; 640,000 tested, 1.4% active; HEK-TIYL cells, TEAD-Gal4/YAP UAS-luciferase luminescence; inhibition, % at 9.12 µM; in the data active = inhibition above about 32%;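 also: 0% = median of test compound wells and 100% = reference inhibitor wells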
GPR151 activ = activates the human receptor GPR151; Q8TDV0; activation, % at 11.2 µM; 650,000 tested, 1% active; PathHunter beta-arrestin GPR151 cells, luminescence; in the data active = activation above about 4.9%;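 also: 0% = median of compound wells and 100% = cells with positive control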
Target sequence (Q8TDV0 whole entry, looked up): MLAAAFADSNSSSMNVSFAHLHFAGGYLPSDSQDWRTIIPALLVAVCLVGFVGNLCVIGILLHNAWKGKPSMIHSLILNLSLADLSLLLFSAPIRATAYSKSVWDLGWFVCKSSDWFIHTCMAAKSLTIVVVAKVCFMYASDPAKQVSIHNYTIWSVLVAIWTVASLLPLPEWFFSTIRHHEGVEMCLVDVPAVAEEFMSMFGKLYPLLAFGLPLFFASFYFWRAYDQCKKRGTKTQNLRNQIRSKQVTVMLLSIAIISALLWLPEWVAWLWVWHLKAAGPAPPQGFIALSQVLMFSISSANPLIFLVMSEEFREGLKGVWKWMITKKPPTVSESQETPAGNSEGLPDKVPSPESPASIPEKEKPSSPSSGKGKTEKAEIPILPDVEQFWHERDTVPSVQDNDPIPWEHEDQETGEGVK
MITF inh = inhibitors of human MITF; inhibition, % at 2.6 µM; AID 1259374; O75030; 650,000 tested, 0.91% active; AlphaScreen MITF homodimerization, bead proximity signal; in the data active = inhibition above about 50%;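 also: 0% = vehicle wells with protein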
Target sequence (O75030 whole entry, looked up): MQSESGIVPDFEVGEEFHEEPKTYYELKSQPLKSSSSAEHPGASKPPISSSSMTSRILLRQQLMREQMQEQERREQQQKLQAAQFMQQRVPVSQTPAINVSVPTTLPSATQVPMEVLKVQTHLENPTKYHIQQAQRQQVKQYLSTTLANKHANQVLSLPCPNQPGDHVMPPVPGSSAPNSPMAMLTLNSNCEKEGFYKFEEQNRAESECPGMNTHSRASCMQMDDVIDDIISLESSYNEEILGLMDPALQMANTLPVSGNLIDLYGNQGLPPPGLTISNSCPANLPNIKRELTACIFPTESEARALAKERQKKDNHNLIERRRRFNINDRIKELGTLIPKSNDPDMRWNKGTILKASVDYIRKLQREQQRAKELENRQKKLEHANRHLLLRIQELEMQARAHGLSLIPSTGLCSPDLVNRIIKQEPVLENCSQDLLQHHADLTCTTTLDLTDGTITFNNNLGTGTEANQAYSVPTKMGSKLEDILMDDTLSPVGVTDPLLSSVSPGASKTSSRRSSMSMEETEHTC
FBW7 activator = human FBW7 E3 ligase activation, primary screen; Q969H0; AlphaScreen FBW7–phospho-cyclin E peptide binding, activator screen; normalized activity (activation), % at 26.1 µM; 650,000 tested, 0.13% active; AID 1259310; in the data active = normalized activity above about 1.9%;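 also: purified mutant Fbw7 with reduced substrate affinity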
* = called active by the depositor.

SMILES	TEAD-YAP block	GPR151 activ	MITF inh	FBW7 activator
COc1ccc(Nc2ccnc3c(-c4cccc(CO)c4)cnn23)cn1	98*	-2.8	5	-0.4
CC1CCc2c(sc3ncn(Cc4ccc(Cl)cc4)c(=O)c23)C1 (configuration not stated)	-3	0.1	-6	0.0
COc1cc(/C=C2\N=C(c3ccc(C(C)(C)C)cc3)OC2=O)ccc1OCc1ccccc1Cl	13	0.0	6	0.4
CCc1ccc2[nH]c3sc(C)nc3c2c1	-9	0.4	-3	0.0
CCN(CC)C(=O)CN(c1cc(C)ccc1C)S(=O)(=O)c1ccccc1	16	3.5	1	-0.1
O=C1/C(=C/c2ccc(-c3ccc([N+](=O)[O-])cc3)o2)C=C(c2ccccc2)N1c1ccc(Cl)cc1	0	-1.8	-1	-0.2
N/C(Cc1cccs1)=N\OC(=O)c1ccc(Cl)cc1	-39	-0.6	-6	-0.1
CCC(C)Nc1nc(C)nc2sc(C)cc12 (configuration not stated)	6	0.8	1	0.1
CCOCCCn1c(=S)[nH]c2cc(C(=O)NC(C)C)ccc2c1=O	6	0.5	9	0.0
COc1ccc(OC(=O)c2ccc([N+](=O)[O-])cc2Cl)cc1	1	-0.8	18	0.0

Some of the entries so far, with two lines to a compound:
Every second line gives: TEAD-YAP block, GPR151 activ, MITF inh, FBW7 activator
> COc1ccc(Nc2ccnc3c(-c4cccc(CO)c4)cnn23)cn1
→ 98*, -2.8, 5, -0.4
> COc1cc(/C=C2\N=C(c3ccc(C(C)(C)C)cc3)OC2=O)ccc1OCc1ccccc1Cl
→ 13, 0.0, 6, 0.4
> O=C1/C(=C/c2ccc(-c3ccc([N+](=O)[O-])cc3)o2)C=C(c2ccccc2)N1c1ccc(Cl)cc1
→ 0, -1.8, -1, -0.2

(listing goes on)
SMILES	TEAD-YAP block	GPR151 activ	MITF inh	FBW7 activator
Cc1ccccc1C(c1ncccc1C)N(C)C(=O)C1CCN(C(=O)NC(C)(C)C)CC1 (configuration not stated)	6	-1.0	5	0.2
Nc1nonc1-c1noc(Cc2ccccc2)n1	-21	0.9	1	0.0
O=C(N/N=C\c1ccc(O)cc1O)c1cncc(Br)c1	31	1.1	79*	-0.2
Cn1c(=O)c(O)c2c3c(cccc31)C(=O)c1ccccc1-2	-11	-0.3	16	-0.6
Cc1ccc2c(c1)N(CCCC(=O)Nc1ccc(Br)cc1F)C(=O)CO2	1	-0.9	2	0.4
CC(=O)c1cccc(N2C(=O)C3C(c4ccccc4)C=CC(c4ccccc4)C3C2=O)c1 (configuration not stated)	-4	0.4	14	0.7
O=C(Cn1c(=O)oc2cc(S(=O)(=O)N3CCCCCC3)ccc21)Nc1cccc(F)c1	1	-1.6	1	0.0
COCCNC(=O)C1CC(c2cccc(OC)c2)=NO1 (configuration not stated)	-4	-0.8	-13	-0.1
CCC(CC)C(=O)Nc1cccc(C(=O)Nc2cc(C(=O)OC)cc(C(=O)OC)c2)c1	3	-0.7	4	0.4
COC(=O)C(C)N1C(=O)S/C(=C/c2cc(Cl)cc(OC)c2O)C1=O (configuration not stated)	-4	-1.0	-9	0.1
C=CCNCc1ccc(OCC(O)CN(C)Cc2ccccc2)cc1 (configuration not stated)	-4	0.3	4	0.1
Cc1ccc2oc(-c3ccccc3)nc2c1	-49	-1.2	-1	0.0
Clc1ccc(N2CCN(/N=C\c3ccncc3)CC2)cc1	12	-0.5	17	0.0
CC(C)(C)CC(=O)Nc1nnc(SCCN2CCCCC2)s1	-1	0.7	-6	0.0
CCOc1ccc(NC(=O)/C(C#N)=C/c2cc(OCC)c(O)c([N+](=O)[O-])c2)cc1	-14	-0.3	3	-0.1
Cc1cc(C)c2oc(-c3ccc(NC(=O)c4ccc(Br)cc4)cc3)nc2c1	-16	0.6	0	0.0
COc1ccc(CCNc2nc(C)nc3sc(C)cc23)cc1OC	42*	0.9	12	0.0
CC1(C)OC(=O)C(=Cc2ccc(-c3ccc(Cl)c(C(=O)O)c3)o2)C(=O)O1	-7	4.2	17	-0.1
Cc1cc(C)c(OCC(=O)N2CCCC(C)C2)c(C)c1 (configuration not stated)	-5	1.8	0	-0.1
O=C1CC[C@@H]2CN(Cc3c(F)cccc3F)CC[C@@H]2N1Cc1ccccc1	-6	0.9	-3	-0.1

Profiles, looked up by structure:
O=C1CC[C@@H]2CN(Cc3c(F)cccc3F)CC[C@@H]2N1Cc1ccccc1 is listed with TEAD-YAP block = -6; GPR151 activ = 0.9; MITF inh = -3; FBW7 activator = -0.1
Cc1cc(C)c2oc(-c3ccc(NC(=O)c4ccc(Br)cc4)cc3)nc2c1 is listed with TEAD-YAP block = -16; GPR151 activ = 0.6; MITF inh = 0; FBW7 activator = 0.0

Following part.
SMILES	TEAD-YAP block	GPR151 activ	MITF inh	FBW7 activator
COc1ccc(Cl)cc1NC(=S)NNC(=O)c1cccnc1	-3	-1.3	-2	-0.1
O=C1CCC(=O)N1CN1CCN(CN2C(=O)CCC2=O)C1	6	-1.4	-6	0.0
CC(C)N(CCNc1nc(-c2ccc(N3CCOCC3)nc2)nc2c1ncn2-c1ccccc1)C(C)C	19	3.2	3	-0.1
O=C(COc1ccc2nsnc2c1Cl)OCc1ccccc1	1	-0.5	17	0.1
COc1cc2c(cc1CN1CCN(C(=O)c3cc(OC)c(OC)c(OC)c3)CC1)OCO2	5	-0.2	53*	-0.3
CC(C)c1ccc(NC(=O)C(c2ccccc2)N2CCCC2)cc1 (configuration not stated)	3	0.5	0	-0.3
CC12CCC(c3nnc(SCC(=O)Nc4ccccc4Cl)nc31)C2(C)C (configuration not stated)	0	-0.6	6	0.2
O=C(O)C1CC(O)CN1S(=O)(=O)c1ccc2c(c1)OCCO2 (configuration not stated)	5	3.4	15	0.3
O=c1c2ccccc2nc(-c2ccccc2Cl)n1Cc1ccccc1F	-9	0.3	-3	0.0
CN1CCN(C(=O)/C(=C/c2cccs2)NC(=O)c2cccs2)CC1	2	-1.0	13	1.3
CC(=O)Nc1ccc(-n2c(SCC(=O)C(C)(C)C)nc3sc4c(c3c2=O)CCCC4)cc1	-2	0.3	-4	-0.1
Nc1cccc2c1C(=O)N(CC(=O)Nc1ccc(F)c(F)c1F)C2=O	2	-0.1	-10	0.1
Nn1c(SCC(=O)Nc2ccc(OC(F)(F)F)cc2)nncc1=O	4	-0.5	12	0.2
CCNc1ccccc1C(=O)OCc1ccc(C(=O)OC)cc1	-39	-1.4	2	0.8
CC(C)NC(=O)c1cc2cc3ccc(Cl)cc3nc2o1	-3	-1.2	3	0.1
O=c1[nH]c2ccc(S(=O)(=O)NCc3cccnc3)cc2s1	-1	2.1	6	-0.1
COc1cc2c(cc1NC(=O)CN1C(=O)NC(C)(C)C1=O)oc1ccccc12	8	-1.9	9	0.0
O=C(Nc1ccccc1OC(F)F)c1ccc(F)cc1	-18	0.7	7	0.3
O=C1C=C(NCc2ccccc2)C(=O)N1Cc1ccccc1	1	-0.2	8	0.6
O=C(O)[C@H]1CN(C(=O)c2n[nH]c3c2CCCC3)C[C@@H]1c1ccc(F)cc1	5	0.7	10	0.0
COc1ccc(S(=O)(=O)NCc2ccc(C(=O)NCCN3CCCCCC3)cc2)cc1	-5	0.1	-11	-0.7
CC(C)CCn1c(=S)[nH]c2ccccc2c1=O	-7	0.9	-4	0.0
CCN(CC)Cc1c(C(=O)N/N=C/c2ccco2)nnn1-c1nonc1N	-3	0.8	1	0.0
O=C(Oc1cccc(NC2=NS(=O)(=O)c3ccccc32)c1)c1ccc(Br)cc1	3	0.9	14	0.1
CC(=O)NC(Cc1ccc(F)cc1)C(=O)NC1CCN(C(=O)NC2CCCCC2)CC1 (configuration not stated)	-2	-0.3	17	0.1
CC(C)(C(=O)c1cccs1)/[N+]([O-])=C/c1ccccc1	6	-0.5	16	0.7
CNCC(=O)Nc1ccccc1	8	3.3	4	0.0
Nc1ccc(-c2nc3c(Br)cc(N)cc3[nH]2)cc1	27	-1.2	7	-0.1
O=c1c2c3c(sc2ncn1CCc1ccccc1Cl)CC(N1CCOCC1)CC3 (configuration not stated)	-2	1.0	-6	-0.1
Cc1ccccc1OCC(=O)Nc1sc(C(=O)N2CCCCC2)c(C)c1C#N	4	1.5	-4	0.0
Cc1sc(NC(=O)COc2ccccc2)c(C(N)=O)c1C	-74	1.3	25	0.2
CC(C)C(=O)Nc1ncc(Cc2ccccc2F)s1	7	0.2	5	-0.2
Cc1nc([N+](=O)[O-])cn1CC(=O)Nc1ccc([N+](=O)[O-])cc1	11	2.4	5	0.0
CCC1CN(CC(=O)NCc2cnc(C)cn2)Cc2ccc(Cl)cc2O1 (configuration not stated)	1	0.8	-11	-0.3
CC(C)c1cc(Br)ccc1OCCOCCN1CCN(C)CC1	2	1.5	-24	0.0
CCc1ccc(CN2CCc3nnc(CNC(=O)C4CCC(=O)N4)n3CC2)cc1 (configuration not stated)	-11	0.4	-3	-0.1
Cc1cc(NC(=O)c2ccc(C(=O)Nc3cc(C)on3)cc2)no1	2	-2.3	17	1.1
NC(=O)COc1cccc(/C=C2/CC/C(=C\c3cccc(OCC(N)=O)c3)C2=O)c1	0	-0.3	1	-0.1
CCCCOc1ccccc1C1C(C(=O)OCCC)=C(C)NC2=C1C(=O)CC(C)(C)C2 (configuration not stated)	7	-1.4	7	0.2
CCOc1ccc(C(=O)N2CCN(c3ccccc3OC)CC2)cc1	3	-1.4	-2	-0.2
CC(C)(C)c1cc(C(=O)N2CCC3(CC2)NC(=O)c2ccccc2N3)n[nH]1	10	-0.5	6	0.1
O=C(O)/C=C\C(=O)Nc1ccccc1O	2	-0.9	4	0.1
O=C(O)CCc1nc2ncccc2c(=O)n1Cc1ccccc1	4	0.7	7	0.7
COc1ccc(C2CC(=O)C3=C(C2)Nc2ccccc2NC3c2ccc(N(C)C)cc2)cc1 (configuration not stated)	-16	1.6	0	0.0
O=C(Nc1cccc(C(F)(F)F)c1)C12CC3CC(CC(C3)C1)C2	7	1.5	-4	-0.1
CC(=O)Nc1ccc2c3c(cccc13)C(=O)N(C)C2=O	-3	0.9	5	-0.2
COc1ccccc1NC(=O)Cc1coc2cc(C)ccc12	-8	-0.3	-3	0.1
COC(=O)C1=C(C)N=c2s/c(=C\c3ccccc3F)c(=O)n2C1c1ccc(OC(C)=O)cc1 (configuration not stated)	5	0.3	0	0.1
Cc1c(C(=O)c2ccc(Br)cc2)c(=O)n(C)c(=O)n1C	-2	5.8*	22	0.4
COc1ccc(/C=C2\CCCc3c2nc2ccccc2c3C(=O)OCC(=O)NC(N)=O)cc1	-2	-0.7	12	0.1

(continued)
SMILES	TEAD-YAP block	GPR151 activ	MITF inh	FBW7 activator
COCCNC(=O)c1c(O)nc2cc(C)ccn2c1=O	4	-0.9	-5	0.0
CCCNS(=O)(=O)c1ccc2c(c1)SCCN2C(C)=O	2	2.4	4	0.0
COc1cc(SCc2ccccc2)cc([N+](=O)[O-])c1C(=O)Nc1ccccc1	10	0.8	15	0.2
CC(=O)Nc1ccc(C(=O)NNC(=O)c2ccc(C)cc2)cc1	-4	0.4	0	0.1
COc1ccc(/C=C2\N=C(c3cc(OC)c(OC)c(OC)c3)OC2=O)cc1	8	0.1	8	-0.1
CCc1nccn1S(=O)(=O)c1ccc(Br)cc1	15	-0.1	15	0.8
O=C1C2C3CCC(C3)C2C(=O)N1c1cc(Cl)ccc1O (configuration not stated)	6	0.7	-6	-0.1
Cc1ccc2c(c1)C(=O)C(=O)N2CCc1ccccc1	3	0.4	11	-0.2
Cc1nnc(NC(=O)c2cc(Cl)ccc2Cl)s1	2	2.9	12	0.0
O=C(NCc1nnc(SCC(=O)N2N=C(c3cccs3)CC2c2ccc(F)cc2)n1-c1ccc([N+](=O)[O-])cc1)c1ccccc1F (configuration not stated)	7	-0.7	4	-0.1

Quoted at random: two entries already listed, in no set order.
SMILES	TEAD-YAP block	GPR151 activ	MITF inh	FBW7 activator
COc1cc(SCc2ccccc2)cc([N+](=O)[O-])c1C(=O)Nc1ccccc1	10	0.8	15	0.2
CCc1nccn1S(=O)(=O)c1ccc(Br)cc1	15	-0.1	15	0.8

Next section
SMILES	TEAD-YAP block	GPR151 activ	MITF inh	FBW7 activator
CCOc1nc(Nc2ccccc2F)nc(OCC)n1	-8	0.8	7	-0.1
CCOC(=O)c1nn(CCO)c2c1CN(Cc1cccc(OCc3ccccc3)c1)CC2	3	-0.8	7	-0.1
O=c1oc(-c2cccnc2)nn1Cc1ccccn1	0	0.5	-10	-0.1
Cc1cc(=O)[nH]c(-n2nc(C3CC3)cc2NC(=O)CC(C)(C)C)n1	8	-0.4	-8	-0.5
CCOc1ccc(-n2nc(C(=O)Nc3c(F)cccc3F)c3ccccc3c2=O)cc1	1	-0.6	-2	0.1
O=C(C1CCC1)N1CCc2cc(S(=O)(=O)N3CCOCC3)ccc21	-5	-0.2	-10	-0.1
CCN(CC)C(=O)CN1CCN(c2nc(C(C)(C)C)cc(=O)[nH]2)CC1	4	0.2	7	0.1
Cc1c(N=Cc2ccc(O)c([N+](=O)[O-])c2)c(=O)n(-c2ccccc2)n1C	1	0.1	0	-0.2

Four entries from above in another layout.
molecule,TEAD-YAP block,GPR151 activ,MITF inh,FBW7 activator
Cc1cc(=O)[nH]c(-n2nc(C3CC3)cc2NC(=O)CC(C)(C)C)n1,8,-0.4,-8,-0.5
CCOc1ccc(-n2nc(C(=O)Nc3c(F)cccc3F)c3ccccc3c2=O)cc1,1,-0.6,-2,0.1
O=C(C1CCC1)N1CCc2cc(S(=O)(=O)N3CCOCC3)ccc21,-5,-0.2,-10,-0.1
CCN(CC)C(=O)CN1CCN(c2nc(C(C)(C)C)cc(=O)[nH]2)CC1,4,0.2,7,0.1

Random draw from the library; 3.5% or so of the library scored in one or more.
